Screens from PubChem.
tuberculosis growth: growth inhibition of non-replicating M. tuberculosis (AID 488890); Mycobacterium tuberculosis non-replicating, growth inhibition; higher % means a stronger effect; inhibition, % at 25 µM, or IC50 in µM where a hit was titrated; hit rate 0.39% among 320,000; in the data active = a potency from the dose series; inconclusive = inhibition mostly from about 82% at the one dose, without a potency; inactive = the rest, 99 in 100 with inhibition below about 76%;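 note: plate controls were DMSO cells for no effect and high antibiotic wells for full effect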
H1N1 NS1A inhibition: H1N1 influenza NS1A inhibitors, functional cell based assay (AID 504329); NS1A functional cell-based assay, percent inhibition; higher % means a stronger effect; inhibition, % at 12.5 µM, or IC50 in µM where a hit was titrated; hit rate 0.3% among 340,000; in the data active = a potency from the dose series; inconclusive = inhibition above about 27% without an active follow-up result; note: strong numbers were not always called active
inhibitors of VEEV: inhibitors of VEEV TC-83 cytopathic effect, confirmation, Vero cells (AID 588727); Vero cells, VEEV TC-83 cytopathic effect inhibition; higher % means a stronger effect; inhibition, % at 20 µM; hits with a dose series show IC50 in µM; hit rate 0.13% among 350,000; in the data active = a potency from the dose series; inconclusive = inhibition mostly from about 14% at the one dose, without a potency; inactive = the rest, 99 in 100 with inhibition below about 12%; note: strong numbers were not always called active
H37Rv inhibition: M. tuberculosis growth inhibition, HTS (AID 449762) | M. tuberculosis H37Rv growth inhibition, 7H9 media; higher % means a stronger effect | one-dose inhibition, % at 25 µM; IC50 in µM for titrated hits | hit rate 0.59% among 330,000; in the data active = a potency from the dose series; inconclusive = inhibition above about 70% without an active follow-up result;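 note: bacterial growth assessed after seven days of incubation; strong numbers were not always called active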
Salmonella PhoP GFP: PhoP regulon inhibitors, Salmonella typhi PhoP promoter GFP reporter, confirmatory (AID 1850) | Salmonella Typhi PhoP-promoter GFP reporter, fluorescence, 4 h; higher % means a stronger effect | one-dose inhibition, % at 50 µM; IC50 in µM for titrated hits | hit rate 0.33% among 310,000; in the data active = a potency from the dose series; inconclusive = inhibition mostly from about 25% at the one dose, without a potency; inactive = the rest, 99 in 100 with inhibition below about 19%;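 note: 0% = induced wells with vehicle and 100% = uninduced wells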
Numbers without * were called inactive; i = inactive; u = inconclusive; x = not tested or not shown. No enrichment for hits (roughly 1.5% active in at least one column).

cpd	SMILES	tuberculosis growth	H1N1 NS1A inhibition	inhibitors of VEEV
1	CCOc1ccc(-c2cn[nH]c2N)cc1	-20%	-3%	1.2%
2	COc1ccc(NC(=O)CNC(=O)N2CC(=O)Nc3ccccc32)cc1OC	-8%	9%	1.8%
3	O=C(CCN1CCN(c2ccccc2)CC1)NNC(=S)Nc1ccccc1Cl	-1%	0%	0.3%
4	CC#CP(=O)(OC)C(O)(CF)c1ccccc1 (stereo unspecified)	-17%	8%	i
5	CCOCCc1c(O)nc(SCC)[nH]c1=O	-2%	3%	i
6	CC(C)CCOc1ccc(C(CC(N)=O)C(=O)O)cc1 (stereo unspecified)	2%	5%	0.4%
7	CCc1cccc2c(C(=O)COC(=O)[C@@H]3CC(O)CN3S(=O)(=O)c3ccccc3[N+](=O)[O-])c[nH]c12 (stereo partly specified)	7%	12%	i
8	C/C(=N/NC(=O)CNC(=O)C1COc2ccccc2O1)c1ccc([N+](=O)[O-])cc1 (stereo unspecified)	20%	-3%	1.8%
9	COc1cccc(NC(=O)N2CCCC2C(=O)NC2CCCC2)c1 (stereo unspecified)	-9%	8%	0.6%
10	CC1(NC(=S)N(CCO)CCO)CCS(=O)(=O)C1 (stereo unspecified)	-8%	-1%	2.3%
11	CCc1nn(CC(=O)N2CCN(c3cc(C)ccc3C)CC2)c(=O)c2cc3occc3n12	11%	-1%	1.3%
12	CC(=O)N1C(=O)N(C(C)=O)C2C1N(C)C(=O)N2C(C)=O (stereo unspecified)	-7%	7%	0.2%
13	COc1cccc(Oc2cnc(N)nc2-c2ccc(OC)cc2O)c1	21%	9%	8.0%
14	O=C(/C=C/c1ccc(F)cc1)NCC1(c2ccccc2)CCOCC1	12%	12%	0.0%
15	COc1ccc(S(=O)(=O)N2CCCOC2CNC(=O)C(=O)NCc2cccnc2)cc1 (stereo unspecified)	-8%	-9%	1.8%

cpd	H37Rv inhibition	Salmonella PhoP GFP
1	-11%	12%
2	-8%	8%
3	7%	2%
4	-7%	-7%
5	2%	9%
6	-5%	-9%
7	-3%	x
8	7%	16%
9	-5%	9%
10	-1%	-4%
11	-4%	-6%
12	-6%	-2%
13	5%	-8%
14	6%	-6%
15	-2%	-9%

A draw from above in order of heavy-atom count, high to low:
cpd	SMILES	tuberculosis growth	H1N1 NS1A inhibition	inhibitors of VEEV
7	CCc1cccc2c(C(=O)COC(=O)[C@@H]3CC(O)CN3S(=O)(=O)c3ccccc3[N+](=O)[O-])c[nH]c12 (stereo partly specified)	7%	12%	i
11	CCc1nn(CC(=O)N2CCN(c3cc(C)ccc3C)CC2)c(=O)c2cc3occc3n12	11%	-1%	1.3%
15	COc1ccc(S(=O)(=O)N2CCCOC2CNC(=O)C(=O)NCc2cccnc2)cc1 (stereo unspecified)	-8%	-9%	1.8%
8	C/C(=N/NC(=O)CNC(=O)C1COc2ccccc2O1)c1ccc([N+](=O)[O-])cc1 (stereo unspecified)	20%	-3%	1.8%
2	COc1ccc(NC(=O)CNC(=O)N2CC(=O)Nc3ccccc32)cc1OC	-8%	9%	1.8%
14	O=C(/C=C/c1ccc(F)cc1)NCC1(c2ccccc2)CCOCC1	12%	12%	0.0%
9	COc1cccc(NC(=O)N2CCCC2C(=O)NC2CCCC2)c1 (stereo unspecified)	-9%	8%	0.6%
12	CC(=O)N1C(=O)N(C(C)=O)C2C1N(C)C(=O)N2C(C)=O (stereo unspecified)	-7%	7%	0.2%
10	CC1(NC(=S)N(CCO)CCO)CCS(=O)(=O)C1 (stereo unspecified)	-8%	-1%	2.3%
4	CC#CP(=O)(OC)C(O)(CF)c1ccccc1 (stereo unspecified)	-17%	8%	i
5	CCOCCc1c(O)nc(SCC)[nH]c1=O	-2%	3%	i
1	CCOc1ccc(-c2cn[nH]c2N)cc1	-20%	-3%	1.2%

cpd	H37Rv inhibition	Salmonella PhoP GFP
7	-3%	x
11	-4%	-6%
15	-2%	-9%
8	7%	16%
2	-8%	8%
14	6%	-6%
9	-5%	9%
12	-6%	-2%
10	-1%	-4%
4	-7%	-7%
5	2%	9%
1	-11%	12%

Returning to the listing; the two compounds before the break are reprinted first.
cpd	SMILES	tuberculosis growth	H1N1 NS1A inhibition	inhibitors of VEEV
14	O=C(/C=C/c1ccc(F)cc1)NCC1(c2ccccc2)CCOCC1	12%	12%	0.0%
15	COc1ccc(S(=O)(=O)N2CCCOC2CNC(=O)C(=O)NCc2cccnc2)cc1 (stereo unspecified)	-8%	-9%	1.8%
16	CCCCCC1C(=O)C[C@@H]2CCN3C(=O)CCC[C@H]1[C@H]23 (stereo partly specified)	x	10%	i
17	CC1(C)CC(=O)C2=C(C1)N=C1c3ccccc3C(=O)C1C2c1ccc(Cl)cc1 (stereo unspecified)	72%	21%	3.3%
18	CCN(CC)C(=O)COc1ccc(CC(=O)O)cc1OC	-11%	22%	1.3%
19	COc1cc(C(=O)Nc2cccc(S(=O)(=O)N3CCCC3)c2)cc(OC)c1C	17%	2%	2.4%
20	O=C(Nc1cccc(S(=O)(=O)N2CCCCC2)c1)c1ccccn1	0%	13%	4.1%
21	NC(=O)COC(=O)C1c2ccccc2Oc2ccccc21	27%	-6%	0.8%
22	CC(=O)Nc1ccc(S[C@@H](CCN2CC[C@H](O)CCC2=O)c2ccccc2)cc1	-8%	4%	0.4%
23	O=C(NC1(C(F)(F)F)N=C2SCCN2C1=O)c1ccccc1 (stereo unspecified)	4%	-8%	0.9%
24	Cc1cccc(C)c1OCC(O)CN(Cc1ccccc1O)C1CCCCC1 (stereo unspecified)	-6%	1%	i
25	CCc1ccc(NC(=O)CSc2nc(=O)n(CCCN(C)C)c3c2CCC3)cc1	-7%	-6%	3.8%
26	CCc1ccc(CNC(=O)C2CCC(=O)N2C2CCCCC2)cc1 (stereo unspecified)	1%	20%	1.0%
27	CN1CCCN(S(=O)(=O)c2ccc3c(c2)OCCO3)CC1	-1%	-5%	0.4%
28	COc1ccccc1Oc1coc2cc(OC(=O)N3CCOCC3)ccc2c1=O	-6%	4%	i
29	C=CCOC(=O)C1=C[C@H](c2coc3ccccc3c2=O)C[C@H](OCc2ccc(CO)cc2)O1	1%	1%	0.9%
30	CCC(CO)Oc1cc(NC(=O)c2ccc(F)cc2)c2ncn(C(C)C)c2c1 (stereo unspecified)	-2%	-4%	0.6%

cpd	H37Rv inhibition	Salmonella PhoP GFP
14	6%	-6%
15	-2%	-9%
16	x	x
17	u	6%
18	-6%	2%
19	-7%	-13%
20	1%	9%
21	9%	-4%
22	-8%	x
23	-8%	-3%
24	2%	8%
25	0%	5%
26	-2%	-5%
27	11%	29%
28	1%	0%
29	6%	6%
30	-16%	x

(cont.)
cpd	SMILES	tuberculosis growth	H1N1 NS1A inhibition	inhibitors of VEEV
31	CN(c1ccccc1)c1ccc(/C=C(\CCC(=O)O)c2nc3ccccc3s2)cc1[N+](=O)[O-]	-5%	6%	2.7%
32	COc1cc(OC)cc(-c2c(C#Cc3ccsc3)c3cc(-c4ccc5cc[nH]c5c4)ccc3n2C)c1	21%	12%	1.8%
33	CCCn1c(SCC(=O)NC2CCCCC2)nnc1-c1ccccn1	-18%	0%	1.9%
34	CC1CCCCN1S(=O)(=O)c1ccc(C(=O)Nc2nnc(-c3ccco3)o2)cc1 (stereo unspecified)	u	-18%	10%
35	COc1ccc(OC)c(S(=O)(=O)N(C)CC(=O)N2CCN(c3cccc(Cl)c3)CC2)c1	22%	4%	0.7%
36	CC(CCc1ccccc1)NC(=O)C(=O)NCc1ccccc1 (stereo unspecified)	26%	3%	i
37	CC(Cc1ccccc1Sc1ccccc1O)N(C)C (stereo unspecified)	5%	-16%	1.9%
38	CN1CCN(c2ncnc3sc(-c4ccccc4)cc23)CC1	77%	6%	7.9%
39	NC(=O)c1ccc(NC(=O)CCCN2C(=O)c3ccccc3C2=O)cc1	-13%	-22%	i
40	CN(C)C(=O)C1CCC(=O)N1Cc1cccs1 (stereo unspecified)	3%	0%	1.6%
41	COc1ccc(C(=O)[C@H]2[C@H]3C(=O)N(c4ccc(C)cc4)C(=O)[C@H]3C3C=CC=NN32)cc1 (stereo partly specified)	6%	x	i
42	NNc1nc2ccccc2nc1C(F)(F)F	5%	9%	0.4%

cpd	H37Rv inhibition	Salmonella PhoP GFP
31	13%	9%
32	4%	x
33	-4%	-4%
34	u	-7%
35	8%	5%
36	-2%	0%
37	-3%	-11%
38	-4%	-11%
39	-12%	6%
40	-7%	-7%
41	-3%	4%
42	0%	12%
